# IDE cell activ – human IDE activators in live cells, primary screen, fluorescence polarization, HEK cells, FAbeta-B substrate. FAbeta-B cleavage; 0% vehicle, 100% cell-free pure enzyme wells. AID 493087, 2011. 340,000 tested, 0.073% active. activation, % at 5.96 µM;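 active = activation above the mean of all tested compounds plus 3 SD, set per screening campaign, cut at about 17% in these data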
# IDE inh – human IDE inhibitors in live cells, primary screen, fluorescence polarization, HEK cells, FAbetaB substrate. Insulin-degrading enzyme (Homo sapiens), P14735. FAbetaB cleavage. inhibition, % at 5.59 µM. 320,000 tested, 0.41% active. AID 434962, 2010;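 active = percent inhibition above the average of all tested compounds plus 3 SD, set per screening campaign, cut at about 16% in these data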;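 also: IDE supplied by intact live HEK cells; FP after avidin binding of uncleaved biotin substrate so inhibition keeps polarization high; 0% = DMSO wells and 100% = 60 µM reference IDE inhibitor Ii1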
# VIM-2 inhibitor – VIM-2 metallo-beta-lactamase inhibitors, primary screen, biochemical, epi-absorbance readout, Pseudomonas aeruginosa enzyme. purified VIM-2, nitrocefin hydrolysis, epi-absorbance fluorescence. inhibition, % at 5.6 µM. 290,000 tested, 0.89% active. AID 1527, 2009;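 active = inhibition above the mean of all tested compounds plus 3 SD, cutoff set per screening run, cut at about 7.5% in these data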;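 also: red hydrolysis product quenches plate fluorescence so inhibitors raise well fluorescence; 0% = enzyme with DMSO and 100% = DMSO without enzyme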
# UBC9 SUMO inh – inhibitors of in vitro SUMOylation cascade, primary screen, biochemical, HTRF, uHTS; inhibition, % at 35 µM; AID 2006, 2009; SUMO-conjugating enzyme UBC9 (Homo sapiens), P63279; HTRF SUMOylation assay, SAE1/SAE2 + UBC9; 290,000 tested, 0.36% active; in the data active = inhibition above about 50%, passing the limit was not always enough; also: strong numbers were not always called active
# Target sequence (P63279 whole entry, looked up): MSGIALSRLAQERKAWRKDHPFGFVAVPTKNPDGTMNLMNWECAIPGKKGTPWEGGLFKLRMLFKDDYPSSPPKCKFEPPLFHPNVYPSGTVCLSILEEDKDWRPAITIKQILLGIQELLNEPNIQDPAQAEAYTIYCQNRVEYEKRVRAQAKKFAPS
# IMP-1 inh – IMP-1 metallo-beta-lactamase inhibitors, primary screen, biochemical, epi-absorbance readout, Pseudomonas aeruginosa enzyme | AID 1556, 2009 | 290,000 tested, 0.45% active | inhibition, % at 5.6 µM | purified IMP-1, nitrocefin hydrolysis, epi-absorbance fluorescence | metallo-beta-lactamase IMP-1 (Pseudomonas aeruginosa);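 active = inhibition above the mean plus 3 SD of all compounds in the same screening run, cut at about 4.5% in these data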;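 also: 0% = IMP-1 with DMSO and 100% = DMSO wells lacking enzyme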
#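 assay system = purified recombinant IMP-1 metallo-beta-lactamase enzyme | schedule = 15 min preincubation plus 25 min reaction at 25 °C | signal = Epi-absorbance fluorescence, 480 nm excitation, 530 nm emission | read-out basis = percent inhibition from optical density relative to buffer-blank wells | controls = IMP-1 with DMSO as 0%, enzyme-free DMSO as 100%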
# CRFR2-BP antag – antagonists of CRF-BP/CRF-R2 complex, primary screen, cell-based, HEK293, calcium dye fluorescence, uHTS. CRF-induced calcium fluorescence. inhibition, % at 11.8 µM. 350,000 tested, 0.59% active;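 active = inhibition of the ligand-induced calcium signal above about 50% at the single tested concentration, limit read from the data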
# pCIP destab – p/CIP-EGFP fusion destabilizers, primary screen, fluorescence, F442A cells; decrease of EGFP signal, % at 10 µM; 290,000 tested, 0.01% active; 16 h; Q05BA5;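 active = EGFP signal decrease of at least 30% at 10 µM or well 3 SD below plate mean, unless failing retest; inactive = the rest, including hits failing retest or dose response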; also: some compounds called inactive have numbers as strong as hits; many of its hits are not listed in these tables
# GalR3 antag – GalR3 antagonists in HEK293 cells, primary screen, cell-based, fluorescence readout. inhibition, % at 3 µM. HEK293 GalR3-CNG cAMP membrane potential fluorescence; galR3 body fused to GalR1 C-terminus. AID 651719, 2012. Galanin receptor type 3 (Homo sapiens), O60755. 360,000 tested, 0.44% active;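 active = inhibition above the screen-wide average plus 3 SD, cut at about 13% in these data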;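 also: forskolin and galanin both at EC90 stimulate the cells; cAMP rise reported by CNG channel membrane potential dye signal; 0% = forskolin plus galanin with DMSO and 100% = forskolin alone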
# Target sequence (O60755 1-299 limits assumed): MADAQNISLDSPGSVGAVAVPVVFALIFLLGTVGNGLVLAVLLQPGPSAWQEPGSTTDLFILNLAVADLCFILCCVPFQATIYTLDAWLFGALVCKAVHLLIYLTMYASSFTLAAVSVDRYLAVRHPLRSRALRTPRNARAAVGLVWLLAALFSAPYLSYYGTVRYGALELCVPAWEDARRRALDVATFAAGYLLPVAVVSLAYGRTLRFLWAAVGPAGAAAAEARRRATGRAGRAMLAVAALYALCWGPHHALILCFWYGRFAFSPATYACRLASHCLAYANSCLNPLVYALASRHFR
# HCV NS3 hel inh – inhibitors of HCV NS3 helicase, primary screen, biochemical, Cy5 molecular beacon fluorescence; Hepatitis C virus NS3 helicase; NS3 helicase DNA unwinding; inhibition, % at 10.9 µM; 290,000 tested, 0.56% active; AID 1800, 2009;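 active = inhibition above the mean of all tested compounds plus 3 SD, set per campaign, cut at about 35% in these data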;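 also: 0% = DMSO wells and 100% = thioflavine S control wells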
#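 System: NS3 helicase fragment of HCV / Schedule: 1 h at 25 °C / Control set: DMSO alone as 0% and 110 µM thioflavine S as 100% / Reagent: Cy5/quencher beacon DNA duplex and ATP to start / Technique: Cy5 fluorescence / Replication: singlicate / Evaluation: % inhibition of end-to-start signal ratio versus controls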
# * marks the source's active call; other numbers are inactive results; . = no result given. Not a hit list; about 3.2% have a hit in one of these screens.
SMILES,IDE cell activ,IDE inh,VIM-2 inhibitor,UBC9 SUMO inh,IMP-1 inh,CRFR2-BP antag,pCIP destab,GalR3 antag,HCV NS3 hel inh
COc1cc(C(CC(=O)Nc2ncccc2C)N2Cc3ccccc3C2=O)cc(OC)c1OC (stereo unspecified),-2.8,5.0,-2.3,-5.1,-0.7,0.6,-11.6,-4.7,-1.4
CCn1c2ccccc2c2cc(NC(=O)CSc3nnc(C4CC4)n3Cc3ccco3)ccc21,0.7,-3.0,-1.1,2.4,-2.3,-28.0,-12.1,-4.5,7.0
Cc1ccc([N+](=O)[O-])cc1NC(=O)c1ccc(CSc2ccccc2)cc1,-2.3,5.8,-2.2,18.9,-2.2,10.8,-7.6,-6.8,0.3
CC(C)NC(=O)CSc1nc(Cc2cccs2)nc2ccccc12,4.6,0.8,2.6,5.9,-2.4,7.7,-9.7,-11.6,8.7
Cc1cccc(OCc2nnc(SCc3cc(=O)[nH]c4ccccc34)n2-c2ccccc2)c1,-5.6,0.8,-1.8,5.8,-0.4,-3.0,-9.2,-4.2,-13.3
COc1ccc(-c2cc(C(F)(F)F)nc(N3CCN(Cc4ccccc4)CC3)n2)cc1OC,0.1,2.1,-2.3,-14.2,-2.2,5.3,-1.5,-3.1,-8.2
Cc1nn(C(=O)N(C)C)c(C)c1CN1C(=O)c2ccccc2C1=O,0.3,.,-1.6,10.9,-0.8,-0.9,4.0,-10.3,1.7
CCCNC(=O)COC(=O)c1n[nH]c2ccccc12,5.0,5.2,-1.5,19.0,-2.4,15.7,-7.7,-0.2,0.9
CCOc1ccc(-n2ccnc(SCC(=O)Nc3ccc(CC)cc3)c2=O)cc1,2.8,0.3,.,.,.,-1.5,.,-3.5,.
Cc1ccc(CCC(=O)Nc2ccc(S(N)(=O)=O)cc2)o1,-3.4,-4.3,-1.7,-10.7,0.7,6.0,-0.5,3.1,-0.1
O=C(CN(c1ccccc1)S(=O)(=O)c1ccc(Cl)cc1)Nc1ccccc1C(=O)N1CCCC1,1.7,9.3,1.9,8.0,-0.7,-7.4,7.5,.,-2.5
CCn1c(=O)cc(OCC(=O)NCCc2ccc(OC)c(OC)c2)c2ccccc21,-0.7,1.9,-0.8,9.1,-2.6,12.6,-7.6,-1.0,17.2
CC(C)c1nc(SCC(=O)N2CCCC2)c2ccccc2n1,-1.3,11.5,-1.0,6.4,-4.5,-14.2,-13.5,-4.3,0.9
COc1ccc(OC)c(NC(=O)c2ccc(N3C(=O)C4CC=C(C)CC4C3=O)cc2)c1 (stereo unspecified),3.4,9.0,0.7,1.1,-2.4,-15.4,9.6,-7.8,7.4
O=C(Nc1ccncc1)C1COc2ccccc2O1 (stereo unspecified),2.8,9.1,-2.6,24.9,-3.1,22.3,-2.6,-1.3,-2.2

# 7 records drawn at random from the list so far, as already listed:
SMILES,IDE cell activ,IDE inh,VIM-2 inhibitor,UBC9 SUMO inh,IMP-1 inh,CRFR2-BP antag,pCIP destab,GalR3 antag,HCV NS3 hel inh
O=C(Nc1ccncc1)C1COc2ccccc2O1 (stereo unspecified),2.8,9.1,-2.6,24.9,-3.1,22.3,-2.6,-1.3,-2.2
CCCNC(=O)COC(=O)c1n[nH]c2ccccc12,5.0,5.2,-1.5,19.0,-2.4,15.7,-7.7,-0.2,0.9
Cc1ccc([N+](=O)[O-])cc1NC(=O)c1ccc(CSc2ccccc2)cc1,-2.3,5.8,-2.2,18.9,-2.2,10.8,-7.6,-6.8,0.3
Cc1nn(C(=O)N(C)C)c(C)c1CN1C(=O)c2ccccc2C1=O,0.3,.,-1.6,10.9,-0.8,-0.9,4.0,-10.3,1.7
CC(C)c1nc(SCC(=O)N2CCCC2)c2ccccc2n1,-1.3,11.5,-1.0,6.4,-4.5,-14.2,-13.5,-4.3,0.9
CCOc1ccc(-n2ccnc(SCC(=O)Nc3ccc(CC)cc3)c2=O)cc1,2.8,0.3,.,.,.,-1.5,.,-3.5,.
COc1ccc(OC)c(NC(=O)c2ccc(N3C(=O)C4CC=C(C)CC4C3=O)cc2)c1 (stereo unspecified),3.4,9.0,0.7,1.1,-2.4,-15.4,9.6,-7.8,7.4

# Additional results follow:
SMILES,IDE cell activ,IDE inh,VIM-2 inhibitor,UBC9 SUMO inh,IMP-1 inh,CRFR2-BP antag,pCIP destab,GalR3 antag,HCV NS3 hel inh
COc1ccc(NS(=O)(=O)c2ccc(NC(=O)Cc3cccs3)cc2)cc1,1.3,2.9,-4.8,-6.7,-4.1,-61.5,-4.1,-4.0,-10.6
COc1ccc(C(=O)CC2(C(=O)O)CCCCC2)cc1,-1.9,-1.0,-2.8,10.8,-2.8,25.4,-2.5,-9.2,4.0
NC1=NN=C(N2N=C(c3ccc(Br)cc3)CC2(O)C(F)(F)F)n2ncnc2C1 (stereo unspecified),-1.2,-1.7,-5.1,-45.0,-2.6,-2.7,2.1,-6.5,10.2
Cc1nnc2sc(SCC(=O)N3CCCCC3)nn2c1=O,-1.7,5.2,-1.4,11.7,-2.5,1.3,-3.4,-1.4,-0.3
COCCn1c(SCc2cccc(F)c2)nc2cc(C(=O)OC)ccc2c1=O,3.2,.,-0.3,-5.4,-1.1,-13.9,-11.6,-15.6,-11.4
COc1ccccc1/C=C/C(=O)NCC(=O)N/N=C/c1ccccc1[N+](=O)[O-],5.8,-0.1,1.4,6.6,-1.8,3.2,-3.7,1.9,-10.1
COc1cc(O)ccc1C=O,2.8,-4.2,-2.4,6.1,-2.1,7.6,-2.4,-0.8,7.1
COc1cc2cc(CN(CCCO)S(=O)(=O)c3ccccc3)c(=O)[nH]c2cc1OC,3.3,2.2,-2.4,5.1,-2.3,-23.3,-6.1,-10.2,8.8
O=C1Nc2ccccc2N(O)N1c1cc(-c2ccc(Cl)cc2)[nH]n1,3.4,6.2,-1.6,22.3,-2.7,9.7,-3.5,-5.7,0.7
CCc1nn(C(C)C(=O)NCCN2CCN(c3cccc(C)c3C)CC2)c(=O)c2cc3occc3n12 (stereo unspecified),-9.0,1.0,-0.5,19.0,-2.0,19.9,-7.7,-1.9,-9.5
CC1CCCC(C)N1C(=O)COC(=O)CSc1ccc(C(N)=O)cc1[N+](=O)[O-] (stereo unspecified),5.7,2.0,.,.,.,-1.9,.,-2.6,.
CN1CCN(c2ccc(S(=O)(=O)N3CCCCC3)cc2NC(=O)COc2cccc(Cl)c2)CC1,1.8,3.8,.,.,.,-5.1,.,-5.7,.
COc1cc(NC(=O)Cn2cnc(S(=O)(=O)N3CCC(C)CC3)c2)cc(OC)c1OC,4.0,-0.1,0.8,9.5,-0.7,-3.8,9.9,-7.8,2.3
CN(C)S(=O)(=O)c1cccc(NC(=O)COc2cccc(C#N)c2)c1,0.8,6.2,-2.5,14.8,-1.4,25.3,-19.8,5.7,-10.5
COc1ccc(Nc2nc(N)nc(CN3CCC(Cc4ccccc4)CC3)n2)cc1,-3.3,-1.7,-3.5,-4.3,-2.7,-11.6,-4.4,.,-34.6
CCC/C(=C1/c2ccccc2C(=O)N1c1ccccc1)c1ccc2c(c1)OCCO2,0.8,2.3,.,.,.,2.1,.,-7.4,.
OC[C@H]1NC[C@@H](O)[C@@H]1O,4.3,0.3,.,.,.,5.2,.,-3.1,.
Cc1ccc(C)c(C(=O)NC(C)CCc2ccccc2)c1 (stereo unspecified),1.0,6.3,-2.1,-22.4,-2.1,-3.3,1.3,-8.1,2.8
CCOC(=O)CSC1=C(C#N)C(=O)NC(c2ccc(OC)cc2)S1 (stereo unspecified),4.5,0.5,0.6,30.4,-2.7,-2.5,-7.2,3.2,-1.1
COc1cccc(CNC(=O)c2nnn(CC(=O)Nc3ccc(Br)cc3)c2N)c1,3.8,-4.0,-6.0,24.0,-0.9,-8.8,3.7,-8.3,5.5
OC(c1nc2ccc(F)cc2[nH]1)C(O)c1nc2ccc(F)cc2[nH]1 (stereo unspecified),3.3,6.3,-6.8,2.4,-5.7,-36.6,-2.2,-4.0,4.3
COc1cc(OC)cc(C(=O)NNC(=S)NCc2ccco2)c1,3.8,-4.0,-3.6,4.2,-4.1,-1.2,-0.7,-2.3,4.8
CSCCC1NC(=S)N(Cc2ccccc2)C1=O (stereo unspecified),-3.5,0.6,-2.6,-2.5,-2.3,3.9,-10.8,-0.2,-4.7
O=S1(=O)N=C(N2CCN(Cc3ccccc3)CC2)c2ccccc21,2.4,-5.4,-0.8,0.6,0.7,-1.2,1.6,0.9,-5.7
CN(O)/C=C/C(=O)c1ccc(Br)cc1,.,5.7,-2.6,4.7,-3.9,-14.6,-0.2,-0.8,10.9
CCOC(=O)CCCCC(=O)c1[nH]c(=O)[nH]c1C[n+]1ccccc1,.,4.0,-4.1,17.0,-2.8,.,11.5,.,18.5
CCCCN(CC)CCNC(=O)CN1C(=O)COc2ccc(S(=O)(=O)N3CCCC3)cc21,2.4,4.7,-2.7,0.2,-2.2,-0.8,-9.3,2.2,1.0
O=C(CNC(=O)c1ccncc1)Nc1ccc(F)c(F)c1,1.4,-1.3,-3.2,5.5,-1.0,-8.7,0.5,-0.4,6.2
Cc1cccc(C)c1NC(=O)CNC(=O)c1c(C)nn(C)c1Cl,-2.9,2.5,-0.5,28.3,-0.9,2.2,-10.6,-3.1,7.5
CCOC(=O)NC1(Nc2cccc(Cl)c2)Oc2ccccc2O1,-5.3,11.2,-0.7,2.4,-5.2,-4.2,0.4,-1.0,18.1
CC(C)CC(=O)N1CCN(Cc2ccc3ccccc3c2)CC1,3.5,0.7,-1.1,-6.8,2.7,16.6,-0.7,-3.1,5.6
CCC1CCc2[nH]nc(C(=O)O)c2C1 (stereo unspecified),-6.6,-2.0,1.6,12.1,-1.2,-3.8,-1.9,-3.6,7.8
CC1CN(S(=O)(=O)c2cccc(C(=O)NCc3ccc4c(c3)OCO4)c2)CC(C)O1 (stereo unspecified),4.8,-0.2,-4.1,-30.2,-3.2,-4.1,4.0,-4.8,1.7
